Source: PubChem
Rab2 wt GTP – modulators of GTP binding to Rab2A wildtype, primary screen, biochemical, dog, bead-based flow cytometry, multiplex; Ras-related protein Rab-2A (Canis lupus familiaris), P61105; GST-Rab2 wt beads, Bodipy-GTP binding; GTP binding activity, % at 10 µM; 190,000 compounds, 0.19% hits;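 active = GTP binding activity at least 20 points away from 100%, either lowered or raised; inconclusive = signal likely due to the compound's own green fluorescence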;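 also: 0% = beads with excess unlabeled GTP and 100% = no-compound control corrected for plate trend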
Mcl1-Bid inh – Mcl-1/Bid binding inhibitors, primary screen, biochemical, TR-FRET, 1536-well; inhibition, % at 21.7 µM; AID 1021, 2008; 220,000 compounds, 0.97% hits; TR-FRET Mcl-1/Bid-Dy647 peptide binding;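 active = compounds that cut the binding signal by more than half at the single screening dose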;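 also: His-tagged Mcl-1 with europium anti-His antibody binding Bid BH3 peptide; 0% = Mcl-1 plus peptide wells and 100% = peptide-only wells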
Pf gamet viab – late stage P. falciparum gametocyte viability inhibitors, primary screen, ATP luminescence, HTS | 150,000 compounds, 0.065% hits | P. falciparum stage V gametocytes, 24 h | inhibition, % at 10.9 µM;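 active = inhibition above the mean plus 3 SD of compounds within the control limits, set per campaign, cut at about 38% in these data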;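 also: 0% = DMSO wells and 100% = medium only without gametocytes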
Mcl-1 Bim block – inhibitors of Bim peptide binding to Mcl-1, primary screen, biochemical, bead-based flow cytometry, multiplex; Bim peptide-Mcl-1 binding; inhibition, % at 10 µM; 190,000 compounds, 0.1% hits; AID 1009, 2008; in the data active = inhibition above about 40%;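 also: 0% = no compound tracer wells and 100% = peptide blocker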
Cdc42 wt – modulators of GTP binding to wildtype Cdc42, primary screen, biochemical, multiplex bead flow cytometry, Bodipy-GTP; percent activity (GTP binding), % at 10 µM; AID 761, 2007; Cell division control protein 42 homolog (Homo sapiens), P60953; 190,000 compounds, 0.2% hits; GST-Cdc42 beads; actives lie on both sides;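 active = percent activity GTP binding at least 20 points away from the 100% baseline, either down as inhibitor or up as activator; inconclusive = compound flagged as likely green fluorescent from well-wide comparison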;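 also: median bead fluorescence of bound Bodipy-FL-GTP at 100 nM; 0% = excess unlabeled GTP control and 100% = no compound control; below 100% means less GTP binding so inhibitor and above means activator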
Target sequence (P60953 whole entry, looked up): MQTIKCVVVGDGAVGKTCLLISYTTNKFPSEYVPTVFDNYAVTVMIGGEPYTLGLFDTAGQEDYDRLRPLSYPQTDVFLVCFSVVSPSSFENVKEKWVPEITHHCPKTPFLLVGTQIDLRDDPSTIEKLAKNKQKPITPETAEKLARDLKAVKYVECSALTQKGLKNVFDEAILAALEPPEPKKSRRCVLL
Rac1 wt modul – wildtype Rac1 GTP binding modulators, primary screen, biochemical, GST-Rac1 beads, flow cytometry, multiplex | AID 757, 2007 | 190,000 compounds, 0.27% hits | GTP binding activity (% of control), % at 10 µM | Ras-related C3 botulinum toxin substrate 1 (Homo sapiens), P63000 | fluorescent GTP binding; actives lie on both sides; 0 = cold GTP competed, 100 = untreated;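 active = GTP binding activity at least 20 points away from the 100% control level, either lower or higher; inconclusive = compound flagged as likely green fluorescent, judged across all proteins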
HRas wt GTP bind – modulators of GTP binding to HRas wildtype, primary screen, biochemical, bead-based flow cytometry, multiplex; 190,000 compounds, 0.14% hits; AID 759, 2007; GTP binding activity, % at 10 µM; GTPase HRas (Homo sapiens), P01112; GST-Ras wt beads, Bodipy-FL-GTP binding; actives lie on both sides;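 active = GTP binding activity at least 20% away from the 100% baseline, either lowered as inhibitor or raised as activator; inconclusive = flagged as likely green fluorescent, judged across all proteins in the well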;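 also: 0% = unlabeled GTP competition control and 100% = no-compound control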
Target sequence (P01112 whole entry, looked up): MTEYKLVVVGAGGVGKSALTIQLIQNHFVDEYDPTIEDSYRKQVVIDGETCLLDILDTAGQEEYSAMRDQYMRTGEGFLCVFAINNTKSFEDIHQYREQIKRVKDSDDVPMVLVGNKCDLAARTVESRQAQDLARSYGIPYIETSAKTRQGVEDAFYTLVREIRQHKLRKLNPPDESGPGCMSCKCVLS
Mcl1 Noxa PPI – Mcl-1/Noxa binding inhibitors, primary screen, biochemical, TR-FRET, 1536-well. Induced myeloid leukemia cell differentiation protein Mcl-1 (Homo sapiens), Q07820. TR-FRET Mcl-1/Noxa peptide binding, 2 h. inhibition, % at 21.7 µM. 220,000 compounds, 1.5% hits;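 active = compounds that cut the protein-peptide binding signal by more than 50% relative to plate controls in a single-dose test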;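 also: His-tagged Mcl-1 with rhodamine Noxa BH3 peptide and terbium anti-His antibody; 0% = Mcl-1 plus Noxa peptide wells and 100% = peptide-only wells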
RGS8-Gao reg – RGS8-Galphao binding modulators, primary screen, biochemical, multiplexed bead flow cytometry | actives lie on both sides | response (percent of control binding), % at 10 µM | AID 1423, 2008 | 220,000 compounds, 0.34% hits; in the data active = response below about 60% or above about 140%; inactive = in between;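 also: Galphao activated as the GDP aluminium fluoride complex binding bead-coupled RGS8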
Target sequence (P09471 whole entry, looked up): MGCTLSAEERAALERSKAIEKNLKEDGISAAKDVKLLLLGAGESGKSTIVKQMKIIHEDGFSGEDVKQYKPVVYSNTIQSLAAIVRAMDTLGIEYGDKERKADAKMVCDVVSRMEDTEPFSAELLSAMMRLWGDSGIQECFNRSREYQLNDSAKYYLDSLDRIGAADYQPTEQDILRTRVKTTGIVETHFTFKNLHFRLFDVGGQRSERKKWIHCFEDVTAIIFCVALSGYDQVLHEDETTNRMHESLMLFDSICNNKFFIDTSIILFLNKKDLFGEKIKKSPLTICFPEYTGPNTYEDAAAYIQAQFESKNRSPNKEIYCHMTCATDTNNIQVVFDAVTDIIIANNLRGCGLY
Rac1 act GTP bind – GTP binding modulators of activated mutant Rac1, primary screen, biochemical, bead-based flow cytometry, multiplex, fluorescent GTP; percent activity (GTP binding), % at 10 µM; GST-Rac1 activated beads; actives lie on both sides; 100% means binding = to untreated wells; Ras-related C3 botulinum toxin substrate 1 (Homo sapiens), P63000; 190,000 compounds, 0.11% hits;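 active = GTP binding at least 20 percentage points away from the 100% baseline, in either direction, so actives lie on both sides; inconclusive = Compound likely fluorescent itself, or too few beads counted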
Rab7 wt GTP bind – modulators of GTP binding to Rab7, primary screen, biochemical, wildtype, multiplex bead flow cytometry; Rab7 GTPase wild type (dog), Bodipy-FL-GTP binding; AID 758, 2007; GTP binding activity (percent of control), % at 10 µM; 190,000 compounds, 0.055% hits; GST-Rab7 beads, fluorescent GTP binding; actives lie on both sides; untreated = 100%, excess cold GTP = 0%;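 active = fluorescent GTP binding to Rab7 beads changed by at least 20 points from the 100% baseline, either direction, mostly lower; inconclusive = compound itself probably fluorescent, or too few beads counted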;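 also: median green fluorescence of bound Bodipy-FL-GTP per Rab7 bead population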
* marks the source's active call; other numbers are inactive results; ? = inconclusive; · = no result given.

SMILES	Rab2 wt GTP	Mcl1-Bid inh	Pf gamet viab	Mcl-1 Bim block	Cdc42 wt	Rac1 wt modul	HRas wt GTP bind	Mcl1 Noxa PPI	RGS8-Gao reg	Rac1 act GTP bind	Rab7 wt GTP bind
O=C(Nc1ccccc1)c1cc2c(=O)c3ccccc3oc2nc1C(F)(F)F	98	-6	13	-2	101	102	99	2	100	99	98
Cc1ccc(C(=O)N(CC(=O)NC2CCCC2)c2ccccc2C)s1	94	-18	-8	-1	92	93	94	0	97	93	95
CCN(CC)S(=O)(=O)c1cccc(-c2nnc(SC(C)C(N)=O)n2CCc2ccccc2)c1 (stereo not given)	103	-3	-13	-1	103	107	102	-12	100	101	102
OC(CNCc1ccccc1C(F)(F)F)C(F)(F)F (stereo not given)	99	-15	4	-1	96	96	97	15	103	95	92
O=C(NS(=O)(=O)Oc1ccc(F)c(Cl)c1)OC[C@@H]1CCCN2CCCCC12 (stereo not given in full)	96	-26	2	-1	96	97	96	17	97	94	98
CC(C)CCNC(=O)CN(C(=O)CCC(=O)Nc1ccccn1)c1ccc2c(c1)OCCO2	99	-10	0	1	100	110	100	20	97	102	104
C/C(=N\NC(=O)CN(c1ccccc1Br)S(C)(=O)=O)c1cccs1	98	0	·	-1	100	105	101	-1	103	99	97
COC(F)(C(=O)Nc1ccc2c(c1)C(=O)NC2=O)C(F)(F)F (stereo not given)	105	22	-29	-5	105	105	104	9	100	99	104
Cc1cccc(N(CC(=O)N2CCN(c3ccccc3F)CC2)S(C)(=O)=O)c1	?	-6	·	2	?	?	?	0	93	?	?
C/C(=N\NC(=O)c1ccc(Cl)cc1)c1cccs1	96	30	-7	3	97	97	98	30	105	96	101
CC1=Nc2ccc(Br)cc2C(c2ccccc2)N1CC(=O)NN (stereo not given)	101	-25	9	0	98	101	97	-5	101	98	100
COc1ccc(C(=O)NC(=S)Nc2cccnc2)cc1[N+](=O)[O-]	102	-24	-13	-4	103	99	102	13	100	97	106
COc1ccccc1Nc1nc(C)cc(=O)[nH]1	102	-13	·	2	104	104	101	9	100	100	103
O=C(C1=C[C@H](c2ccccc2)C[C@H](OCc2ccc(CO)cc2)O1)N1CCN(Cc2ccccc2)CC1	95	-9	·	-2	95	96	97	-4	101	95	103
CC(=O)c1ccc(NC(=O)c2ccccc2Sc2ncnc3sc(C)c(C)c23)cc1	107	-11	·	1	106	110	107	9	96	105	107
COc1cc(NC(=O)Nc2ccccc2)c(OC)cc1NC(=O)CN1CCCCC1	100	-1	·	-2	102	101	101	14	100	99	98
CC(=O)Nc1ccc(N2C(=O)CSC2c2c(F)cccc2Cl)cc1 (stereo not given)	97	-17	18	0	100	98	101	0	101	96	98
O=C(c1ccc(Cl)c([N+](=O)[O-])c1)N(Cc1cccc(Cl)c1)C1CCS(=O)(=O)C1 (stereo not given)	103	5	-1	-1	103	105	103	17	101	98	105
CCN(CC)CCn1c(NCc2ccccn2)nc2ccccc21	108	85*	·	-6	108	108	106	34	96	100	103
CCC(=O)Nc1ccc(-c2nnc(SCC(=O)Nc3nccs3)n2C)cc1	99	-10	1	-4	104	108	101	8	100	100	103
COC(=O)C1=C(SC)N(c2ccccc2)C(c2ccccc2)CC1=O (stereo not given)	98	13	4	-5	96	106	99	29	93	102	95
COc1ccc(CNC(=O)Cn2nc(-c3ccc4c(c3)OCCO4)ccc2=O)cc1	102	11	·	0	103	104	101	13	99	100	103
Brc1cccc(/C=N/Nc2nc(N3CCCCC3)nc(N3CCCCC3)n2)c1	92	-8	·	0	91	89	91	8	113	90	96
Cc1cc(=O)[nH]c(-c2cccnc2)n1	98	-5	9	0	99	96	97	7	104	94	98
CCOC(=O)/C=c1\s/c(=C\c2ccc(C(F)(F)F)cc2)c(=O)n1CC(=O)NCc1ccco1	97	-8	-4	-3	103	101	100	7	101	96	101

6 entries from above, ordered by heavy-atom count, smallest number first:
SMILES	Rab2 wt GTP	Mcl1-Bid inh	Pf gamet viab	Mcl-1 Bim block	Cdc42 wt	Rac1 wt modul	HRas wt GTP bind	Mcl1 Noxa PPI	RGS8-Gao reg	Rac1 act GTP bind	Rab7 wt GTP bind
COC(F)(C(=O)Nc1ccc2c(c1)C(=O)NC2=O)C(F)(F)F (stereo not given)	105	22	-29	-5	105	105	104	9	100	99	104
COc1ccc(C(=O)NC(=S)Nc2cccnc2)cc1[N+](=O)[O-]	102	-24	-13	-4	103	99	102	13	100	97	106
C/C(=N\NC(=O)CN(c1ccccc1Br)S(C)(=O)=O)c1cccs1	98	0	·	-1	100	105	101	-1	103	99	97
O=C(NS(=O)(=O)Oc1ccc(F)c(Cl)c1)OC[C@@H]1CCCN2CCCCC12 (stereo not given in full)	96	-26	2	-1	96	97	96	17	97	94	98
O=C(Nc1ccccc1)c1cc2c(=O)c3ccccc3oc2nc1C(F)(F)F	98	-6	13	-2	101	102	99	2	100	99	98
COc1cc(NC(=O)Nc2ccccc2)c(OC)cc1NC(=O)CN1CCCCC1	100	-1	·	-2	102	101	101	14	100	99	98

Record cards, as listed above. Screens in order: Rab2 wt GTP | Mcl1-Bid inh | Pf gamet viab | Mcl-1 Bim block | Cdc42 wt | Rac1 wt modul | HRas wt GTP bind | Mcl1 Noxa PPI | RGS8-Gao reg | Rac1 act GTP bind | Rab7 wt GTP bind
Shown for `CCC(=O)Nc1ccc(-c2nnc(SCC(=O)Nc3nccs3)n2C)cc1` → 99 | -10 | 1 | -4 | 104 | 108 | 101 | 8 | 100 | 100 | 103
Shown for `CCOC(=O)/C=c1\s/c(=C\c2ccc(C(F)(F)F)cc2)c(=O)n1CC(=O)NCc1ccco1` → 97 | -8 | -4 | -3 | 103 | 101 | 100 | 7 | 101 | 96 | 101
Shown for `C/C(=N\NC(=O)CN(c1ccccc1Br)S(C)(=O)=O)c1cccs1` → 98 | 0 | · | -1 | 100 | 105 | 101 | -1 | 103 | 99 | 97

(more compounds)
SMILES	Rab2 wt GTP	Mcl1-Bid inh	Pf gamet viab	Mcl-1 Bim block	Cdc42 wt	Rac1 wt modul	HRas wt GTP bind	Mcl1 Noxa PPI	RGS8-Gao reg	Rac1 act GTP bind	Rab7 wt GTP bind
O=C(O)c1ccccc1NC(=O)N1CCOCC1	96	2	15	-2	97	100	98	7	101	97	100
COc1ccc(-n2c(COc3cccc4ccccc34)nnc2SCC#N)cc1	98	7	·	3	97	101	100	-12	95	99	100
O=C(C1=C(O)C(=O)N(c2ncccn2)C1c1cccs1)c1ccco1 (stereo not given)	95	28	·	-1	94	92	95	55*	99	95	96
CN(C)S(=O)(=O)c1ccc(C(=O)OCC(=O)Nc2cccnc2Cl)cc1	102	-26	-5	0	99	102	103	9	94	97	104
Cc1ccc(NC(=O)NN2CCOCC2)cc1	100	-57	9	0	99	101	103	2	107	98	108
N#CCOc1ccc2oc(-c3ccco3)cc(=O)c2c1	93	-16	·	-3	96	94	94	3	96	93	94
Cc1ccc(/C(O)=C2/C(=O)C(=O)OC2c2ccc(Cl)cc2)cc1 (stereo not given)	91	-17	·	0	91	91	92	15	95	91	94
O=C1C(Cl)=C(Nc2ccc(F)cc2)C(=O)N1CCc1ccccc1	96	-4	20	0	100	100	96	20	100	97	101
Cc1ccc(-c2cnn(-c3cccc([N+](=O)[O-])c3)c2N)cc1	99	-8	4	-2	101	105	99	19	101	100	99
O=C(COC(=O)c1ccccc1C(=O)c1ccc(Cl)cc1)NCCc1ccccc1	99	10	6	-3	100	102	101	-12	98	99	103
C[C@H](NC(=O)c1nc[nH]c1C(=O)N[C@@H](C)c1ccccc1)C(=O)OC(C)(C)C	96	10	·	-1	96	97	95	-23	101	94	94
COC(=O)[C@H](Cc1ccccc1)NC(=O)NCC1CCCO1 (stereo not given in full)	100	-42	·	1	104	106	105	2	102	99	101
CCN(CC)S(=O)(=O)N1CCC(C(=O)NCc2ccc3c(c2)OCO3)CC1	100	-1	16	-2	106	107	105	10	105	102	100
CCC1Oc2ccccc2N(CC(=O)NCCC2=CCCCC2)C1=O (stereo not given)	99	2	·	-5	100	104	98	18	101	97	98
C/C(=N/OC(=O)C1CC1)c1cc(-c2ccc(Cl)cc2)no1	96	-18	22	-3	94	96	96	4	99	93	95
Cc1ccc(C2=NN(C(=O)C3CCCO3)C(c3ccco3)C2)cc1 (stereo not given)	96	-21	9	-2	96	97	95	-12	104	98	89
CCCCOc1c(Br)cc(/C=C2\N=C(C)OC2=O)cc1OCC	102	-25	·	3	100	108	103	2	97	100	103
Cc1ccccc1NC(=O)c1sc(NC(=O)COc2ccccc2)c(C#N)c1C	?	-16	12	-17	?	?	?	-15	101	?	?
O=C(CN1CCOCC1)NC1CC2CCC1C2 (stereo not given)	101	-21	·	-4	101	102	99	-23	124	101	98
O=C(NN1C(=O)c2cc(Br)ccc2NC1c1cc(Br)cc(Br)c1O)c1ccncc1 (stereo not given)	89	-64	-10	-4	90	88	90	-19	121	93	95
CCCCCCC(=O)N/N=C/Cc1ccccc1	94	-20	6	-1	96	95	95	-2	103	95	96
O=C(CSc1ncccn1)N/N=C/c1cccc(OC2CSC2)c1	101	-10	·	-1	102	105	101	10	104	98	106
CN1CCc2c(sc3c2C(=O)NC(c2ccccn2)N3)C1 (stereo not given)	98	-54	6	-2	98	99	98	17	101	99	99
CC(C)CC(=O)NC(=S)Nc1cccc2nsnc12	100	-44	4	0	99	102	97	10	99	97	98
O=C(CCC1CCCCC1)Nc1ccc(C(=O)c2ccncc2)cc1	96	4	-21	-2	97	99	99	14	101	97	100
OCCCn1c(-c2ccccc2)csc1=Nc1ccccc1	97	-19	16	-3	96	101	97	9	100	96	99
COC(=O)c1cc2n(n1)CCN(Cc1ccc(C)cc1)C2=O	102	5	-19	-7	100	106	101	-5	102	101	101

Compounds were not picked by outcome (roughly 2.9% active in at least one column).
